SDO1 yeast rescue: compounds rescuing growth of sdo1-depleted yeast, bone marrow failure model; S. cerevisiae sdo1-depleted JHY4D growth rescue, OD600 30 h; active compounds read high; pdr5 snq2 efflux-pump mutant strain; z-score at 10 µM; 0.21% of 140,000 active;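 active means z-score above 3 at both the 24 hr and the 30 hr optical density reads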;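 further: z-score against mean and SD of all compound wells on the same plate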
INS promoter inh: TRM-6 insulin promoter activity inhibition; inhibition, % at 2 µM; 0.9% of 130,000 active; TRM-6 cells (human fetal islet line), insulin promoter-eGFP reporter, imaging; reporter expression induced with tamoxifen;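 active means inhibition above the mean plus 3 SD, with well images judged a real hit on visual review, cut at about 60% in these data, passing the limit was not always enough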
SDO1 yeast rescue Rescue 24 h: recorded beside SDO1 yeast rescue, whose call it bears; z-score; S. cerevisiae sdo1-depleted JHY4D growth rescue, OD600; measured here: growth rescue at 24 h;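 0 is the plate mean of compound wells and units are plate SD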
Numbers without * were called inactive; / = no result given.

SDO1 yeast rescue,SDO1 yeast rescue Rescue 24 h,INS promoter inh,compound
0.2,0.15,0,CCS(=O)(=O)c1ccc(O)c(NC(=O)COc2ccc(OC)cc2)c1
/,/,-62,N#CC(C#N)=Cc1ccc(OCC(=O)N2CCOCC2)cc1
0.63,2.5,7,CCCC(C)C(=O)Nc1nc(C)c(-c2csc(Nc3cc(OC)ccc3OC)n2)s1 (stereo not given)
0.16,0.07,18,CC1=C(C(=O)Nc2ccc(F)cc2)C(c2ccncc2)C2=C(CCCC2=O)N1 (stereo not given)
/,/,50,O=C1c2cccc3cccc(c23)C(=O)N1CCc1ccccc1
-0.27,-0.89,/,O=C(COC(=O)/C=C/c1ccccc1)NCCC1=CCCCC1
-0.89,-0.68,-77,O=C(CSc1nnc(-c2ccco2)o1)N1c2ccccc2CCc2ccccc21
0.02,-0.01,/,COC(=O)c1ccc2c(c1)NC(=O)C(N1CCOCC1)S2 (stereo not given)
-0.25,0.18,-5,CC1CCCN(C(=O)c2ccc3c(c2)C(=O)N(CCC2=CCCCC2)C3=O)C1 (stereo not given)
0.52,0.99,-6,COc1cccc(N/C(SCc2ccccc2F)=C(/C#N)C(=O)NCc2cccs2)c1
-0.13,-0.65,-35,O=C(Nc1ccncc1)Nc1ccccn1
0.32,0.58,-26,Cc1ccc(OCC(=O)N/N=C\c2ccncc2)c(C)c1
0.73,2.8,/,Cc1nnc(NC(=O)c2cc3n(n2)C(C(F)(F)F)CC(C2CC2)N3)s1 (stereo not given)
-0.2,-0.1,-87,COc1ccc(/C=N/NC(=O)CCn2cnc(-c3ccccc3)c2-c2ccccc2)cc1
-1.6,-1,49,COc1nnc(-c2ccc(N3CCOCC3)c(NC(=O)c3ccco3)c2)c2ccccc12
1.5,2.9,17,Cc1cc(Cl)ccc1OCC(=O)N/N=C1\CCCc2ccccc21
-1.3,-1.5,/,O=C1S/C(=C\C=C\c2ccco2)C(=O)N1c1ccc(O)cc1
0.61,0.95,-3,O=C(NC(Cc1ccc(F)cc1)C(=O)O)c1ccccc1 (stereo not given)
/,/,40,CC(C)CNc1nc(S(=O)(=O)c2ccccc2)c(Cl)s1
/,/,-5,CCN(CCCCCCN)c1ccc2c(=O)[nH][nH]c(=O)c2c1
-0.13,-0.21,-43,Cc1ccc2oc(=O)c3cnn(CC(=O)N4CCCCC4C)c3c2c1 (stereo not given)
0.88,0.16,24,CSc1nc(-c2ccco2)nn1C(=O)c1cccs1
-0.98,-0.6,21,CCCc1nc2ccc(NC(=O)c3cccs3)cc2c(=O)n1Cc1ccccc1Cl
-0.89,-0.39,50,Cc1ccc(C2C3=C(CC(C)(C)CC3=O)Nc3onc(C)c32)cc1 (stereo not given)
-0.48,0.15,/,CCc1ccc(Nc2cc(C(=O)NCCCN3CCOCC3)c3ccccc3n2)cc1
0.34,0.9,-20,CCOC(=O)N1CC=C2C(C#N)=C(N)C(C#N)(C#N)[C@H](c3cccs3)[C@H]2C1
-0.18,-0.6,9,Cc1ccc(C(=O)Nc2cnc3ccccc3c2)cc1
0.37,0.2,6,O=C(NCc1cccnc1)c1ccc(S(=O)(=O)N2CCCCC2)cc1
/,/,-45,CCOC(=O)c1c(NC(=O)CN(C)C2CCN(C)CC2)sc(C(=O)Nc2ccccc2)c1C
0.55,0.52,-52,CCOCCCNC(=O)C(c1ccc(OC)cc1)N(Cc1ccc2c(c1)OCO2)C(=O)CNC(C)=O (stereo not given)
1.1,0.51,38,NCCNc1ccc([N+](=O)[O-])c(NC2CC2)c1
-2.3,-1.2,28,COc1cccc(N2CCN(c3c(C#N)c(C(F)(F)F)nn3C)CC2)c1
-0.71,-0.71,-17,CN1C/C(=C\c2ccc(N3CCOCC3)cc2)C(=O)/C(=C/c2ccc(N3CCOCC3)cc2)C1
-0.39,-0.39,/,O=C(OCCN1C(=O)c2ccccc2C1=O)c1cccc(OC(F)F)c1
0.45,0.07,23,CNC(=S)N/N=C/c1ccccc1Cl
-0.37,-0.25,17,O=C(COc1ccccc1)NCC(=O)N/N=C/c1cc(Br)ccc1OCc1ccccc1
0.42,0.13,23,COc1ccc(C(=O)CSc2ncn[nH]2)cc1OC
0.62,0.22,19,O=C(O)c1ccc(NC2=C(N3CCOCC3)C(=O)c3ccccc3C2=O)cc1
0.59,0.02,-11,Cc1cccnc1NC(=S)NC(=O)c1cncc(Br)c1
-0.36,0.02,3,COc1ccc(/C=N/NC(=S)Nc2ccccc2)cc1COc1ccc(F)cc1
0.33,0.5,-27,Cc1cccc(C(CC(=O)N2CCCC2)c2ccccc2)c1O (stereo not given)
/,/,-6,COc1ccc(S(=O)(=O)N2CCCCCC2)cc1C(=O)OCC(=O)Nc1cc(C)on1
-0.12,-0.07,10,CC(C)OC(=O)CC(=O)CSc1nc2c(cc1C#N)CCCCCC2
-0.97,2.1,/,N#Cc1c(C(F)(F)F)cc(-c2ccco2)nc1SCc1ccncc1
2.6,3.1,/,Cc1ccc(/C(O)=C2\C(=O)C(=O)N(CC(C)O)C2c2cccc(F)c2)cc1 (stereo not given)
-0.01,-0.11,-71,OCCN(CC(O)Cn1ccc2ccccc21)CC(O)Cn1ccc2ccccc21 (stereo not given)
0.47,-0.03,4,CNC(=O)C(=O)NCC1OCCCN1S(=O)(=O)c1cccs1 (stereo not given)
0.01,-0.6,/,Cc1ccc(-n2c(SCC(=O)N3CC(=O)Nc4ccccc43)nc3ccccc3c2=O)cc1
-2.9,-2.1,-40,Clc1ccc(Nc2nc(-c3cccs3)cs2)nc1
0.08,0.73,/,CCn1cc(C(=O)NCCCOC)c(=O)c2cc(S(=O)(=O)N(C)C3CCCCC3)ccc21
1.5,1.3,17,COCCNC(=O)COC(=O)c1[nH]c(C)c(C(C)=O)c1C
0.31,0.49,-14,O=C(Cn1nc(C(F)(F)F)c2c1CCC2)N1CCN(c2ccccc2)CC1
-2.1,-1.6,-10,CC1(C)CC(=O)C2=C(C1)c1c(ccc3ccccc13)NC2c1ccc(Br)o1 (stereo not given)
-0.3,-1.1,/,COc1ccc(-c2nc(CS(=O)CC(=O)NCCCN3CCCC3)c(C)o2)cc1OC (stereo not given)
0.87,-0.1,7,CCc1nnc(/N=C/c2c(O)n(-c3ccc(Cl)cn3)c(=O)c3ccccc23)s1
-0.4,-0.6,/,COCCN(Cc1cc2cccc(C)c2n2nnnc12)C(=O)C(F)(F)F
-1.9,-1,67,Cc1ccc(O)c(Sc2cc(C)ccc2O)c1
-0.16,-0.11,-54,CC(C)CCNC(=O)C1CCCCN1S(=O)(=O)c1ccc(F)cc1 (stereo not given)
/,/,20,CCOC(=O)N1CCN(Cc2nc(N)nc(Nc3ccc(C)cc3C)n2)CC1
0.03,0.83,/,Cc1cc(-c2nnc3sc(-c4ccc(Cl)cc4Cl)nn23)n[nH]1

The list continues:
SDO1 yeast rescue,SDO1 yeast rescue Rescue 24 h,INS promoter inh,compound
0.54,0.13,-144,COCc1nnc(SCC(=O)NC(C)c2ccccc2)n1-c1ccccc1 (stereo not given)
-0.6,1.8,37,COc1ccc(NC(=O)/C(C#N)=C/c2ccc(Br)o2)cc1
-1.6,-1.6,56,COC(=O)c1c(NC(=O)CSc2nc(-c3ccco3)cc(C(F)(F)F)n2)sc2c1CCCC2
-0.74,-1.5,-7,Cc1ccc(N2C(=O)c3n[nH]c(C)c3C2c2cccnc2)cc1 (stereo not given)
-1,-0.62,31,CC1(C)Cc2cccc(OCC(=O)Nc3ccccc3N3CCOCC3)c2O1
-0.49,-1.3,0,C/C(Cl)=C\Cn1c(Nc2ccccc2)nc2c1c(=O)n(C)c(=O)n2C
/,/,-14,COc1ccc(N2CCN(C(=O)Cn3nnc(-c4ccc(N(C)C)cc4)n3)CC2)cc1
1,1.1,-14,CCOC(=O)CSc1nnc(SCCN2C(=O)c3ccccc3C2=O)s1
-0.59,-0.68,-60,CCOC(=O)C1CCN(C(=O)NC23CC4CC(CC(C4)C2)C3)CC1
0.95,0.12,22,CCC(C)NC(=O)CSc1nc2ccccc2c(=O)n1CCCC(=O)NCC1CCCO1 (stereo not given)
0.04,-0.27,-54,Nc1nc(CSCCO)nc(Nc2ccc(F)cc2)n1
0.39,-0.14,/,CN1CCN(C(=O)c2ccccc2-c2ccccc2C(=O)O)CC1
/,/,38,O=S(=O)(NCc1cccc(C(F)(F)F)c1)NCc1ccccc1F
0.25,0.12,-19,CC(Oc1ccc(Cl)cc1Cl)C(=O)NNC(=O)C(=O)N1CCCCC1 (stereo not given)
-0.3,-0.62,/,Nc1c(C(=O)NC2CCCCC2)nsc1C(=O)OCC(=O)NC1CCCCC1
-0.29,-0.24,-6,CCc1ccc(N/C(SC)=C(/C#N)C(N)=O)cc1
0.56,0.47,0,O=C(NCCCN1CCOCC1)C1CCC(=O)N1C1CCCCC1 (stereo not given)
-0.09,-1.1,0,Cc1cc(=O)[nH]c(SCC(=O)Nc2ccc(S(=O)(=O)N3CCCCC3)cc2)n1
-0.46,0.42,-18,Cc1cc2cc(C)c3nnc(SCc4ccccn4)n3c2cc1C
1.7,1.1,-36,CCOC(=O)COc1ccc(S(=O)(=O)Nc2ccc3c(c2)OCO3)cc1
-0.13,1,-85,Cc1nn(C)c(C(=O)Nc2ccc(Br)cc2F)c1Br
1.5,1.9,0,CC(C)n1cnc2cc(NCc3nc4ccccc4n3C)ccc21
/,/,-20,CC(Sc1nc2ccccc2n1C)C(=O)Nc1ccc(N2CCOCC2)cc1 (stereo not given)
/,/,-17,COc1ccc(Cn2c(=O)[nH]c3cc(C(=O)NCCCN4CCCCCC4)ccc3c2=O)cc1
-1.4,-0.86,/,COc1ccc(/C=C2\C(=O)NC(=S)N2C(=O)c2ccc(F)cc2)cc1
1.4,1.4,/,CC(=O)Nc1nc(C(=O)Nc2c(C)n[nH]c2C)cs1
0.39,-0.31,40,COC(=O)/C=C/C(=O)N1CCN(c2ccccc2C)CC1
-1.4,-1.1,/,O=C(c1cccc(C(F)(F)F)c1)N1CCOC12CCN(c1ncc(C(F)(F)F)cc1Cl)CC2
-0.97,-1.4,0,CCOC(=O)c1c(N)sc(C(=O)N2CCCCC2)c1C
0.21,-0.48,/,O=C1C2(CCC13COC(c1ccc(O)cc1)OC3)COC(c1ccc(O)cc1)OC2 (stereo not given)
-0.87,-1,/,CC(=O)c1c(N2CCN(Cc3ccccc3)CC2)[nH]c(-c2ccccc2)nc1=S
-1.9,-1.5,/,CCSc1nnc(-c2ccc(C)cc2)c2ccccc12
-0.65,0.45,/,CC1Cc2nc(SCC(=O)c3ccccc3)n(Cc3ccccc3)c(=O)c2S1 (stereo not given)
-0.03,-0.45,/,CCOC(=O)CC(=O)CSc1nc2c(cc1C#N)CCCCCC2
0.86,0.76,26,O=C(CCn1nc(-c2ccc(Cl)cc2)c2ccccc2c1=O)NCC1CCCO1 (stereo not given)
-1.3,-0.67,/,Cc1cc(C(=O)CSc2nnc(NCc3ccccc3)s2)c(C)n1C
0.32,0.43,-10,CC(C)(C)NCC(O)COCc1ccc(Cl)cc1 (stereo not given)
-0.29,-0.82,-71,Cc1cc2n(n1)C(c1ccco1)Nc1ccccc1-2 (stereo not given)
2.2,2.6,-21,CCOc1ccccc1/C=C(/NC(=O)c1ccccc1)C(=O)N(CC)CC
-1.4,-0.49,-7,Cc1oc2ccc(OC(=O)c3cccs3)cc2c1C(=O)OC(C)C
/,/,62,CCOC(=O)/C(C#N)=C1\CC2CCC1(C)C2(C)C (stereo not given)

Record cards, from the list above.
Results for O=C(CCn1nc(-c2ccc(Cl)cc2)c2ccccc2c1=O)NCC1CCCO1 (stereo not given) → SDO1 yeast rescue: 0.86; SDO1 yeast rescue Rescue 24 h: 0.76; INS promoter inh: 26
Results for CC(=O)c1c(N2CCN(Cc3ccccc3)CC2)[nH]c(-c2ccccc2)nc1=S → SDO1 yeast rescue: -0.87; SDO1 yeast rescue Rescue 24 h: -1; INS promoter inh: /

By substructure, the entries above containing a Cl atom
SDO1 yeast rescue,SDO1 yeast rescue Rescue 24 h,INS promoter inh,compound
1.5,2.9,17,Cc1cc(Cl)ccc1OCC(=O)N/N=C1\CCCc2ccccc21
/,/,40,CC(C)CNc1nc(S(=O)(=O)c2ccccc2)c(Cl)s1
-0.98,-0.6,21,CCCc1nc2ccc(NC(=O)c3cccs3)cc2c(=O)n1Cc1ccccc1Cl
0.45,0.07,23,CNC(=S)N/N=C/c1ccccc1Cl
-2.9,-2.1,-40,Clc1ccc(Nc2nc(-c3cccs3)cs2)nc1
0.87,-0.1,7,CCc1nnc(/N=C/c2c(O)n(-c3ccc(Cl)cn3)c(=O)c3ccccc23)s1
0.03,0.83,/,Cc1cc(-c2nnc3sc(-c4ccc(Cl)cc4Cl)nn23)n[nH]1
-0.49,-1.3,0,C/C(Cl)=C\Cn1c(Nc2ccccc2)nc2c1c(=O)n(C)c(=O)n2C
0.25,0.12,-19,CC(Oc1ccc(Cl)cc1Cl)C(=O)NNC(=O)C(=O)N1CCCCC1 (stereo not given)
-1.4,-1.1,/,O=C(c1cccc(C(F)(F)F)c1)N1CCOC12CCN(c1ncc(C(F)(F)F)cc1Cl)CC2
0.86,0.76,26,O=C(CCn1nc(-c2ccc(Cl)cc2)c2ccccc2c1=O)NCC1CCCO1 (stereo not given)
0.32,0.43,-10,CC(C)(C)NCC(O)COCc1ccc(Cl)cc1 (stereo not given)

From PubChem BioAssay
